ERAP1 inh – inhibitors of human ERAP1 aminopeptidase; 340,000 tested, 0.15% active; recombinant ERAP1, Leu-AMC fluorescence, 60 min; Q9NZ08; inhibition, % at 10.7 µM;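 active = mean replicate inhibition of at least 30%, or all replicates individually reaching that 30% level; inactive = mean below 30% and not every replicate reaching it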;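 note: 0% = neutral control wells and 100% = L-leucinethiol positive control wells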
Target sequence (Q9NZ08 whole entry, looked up): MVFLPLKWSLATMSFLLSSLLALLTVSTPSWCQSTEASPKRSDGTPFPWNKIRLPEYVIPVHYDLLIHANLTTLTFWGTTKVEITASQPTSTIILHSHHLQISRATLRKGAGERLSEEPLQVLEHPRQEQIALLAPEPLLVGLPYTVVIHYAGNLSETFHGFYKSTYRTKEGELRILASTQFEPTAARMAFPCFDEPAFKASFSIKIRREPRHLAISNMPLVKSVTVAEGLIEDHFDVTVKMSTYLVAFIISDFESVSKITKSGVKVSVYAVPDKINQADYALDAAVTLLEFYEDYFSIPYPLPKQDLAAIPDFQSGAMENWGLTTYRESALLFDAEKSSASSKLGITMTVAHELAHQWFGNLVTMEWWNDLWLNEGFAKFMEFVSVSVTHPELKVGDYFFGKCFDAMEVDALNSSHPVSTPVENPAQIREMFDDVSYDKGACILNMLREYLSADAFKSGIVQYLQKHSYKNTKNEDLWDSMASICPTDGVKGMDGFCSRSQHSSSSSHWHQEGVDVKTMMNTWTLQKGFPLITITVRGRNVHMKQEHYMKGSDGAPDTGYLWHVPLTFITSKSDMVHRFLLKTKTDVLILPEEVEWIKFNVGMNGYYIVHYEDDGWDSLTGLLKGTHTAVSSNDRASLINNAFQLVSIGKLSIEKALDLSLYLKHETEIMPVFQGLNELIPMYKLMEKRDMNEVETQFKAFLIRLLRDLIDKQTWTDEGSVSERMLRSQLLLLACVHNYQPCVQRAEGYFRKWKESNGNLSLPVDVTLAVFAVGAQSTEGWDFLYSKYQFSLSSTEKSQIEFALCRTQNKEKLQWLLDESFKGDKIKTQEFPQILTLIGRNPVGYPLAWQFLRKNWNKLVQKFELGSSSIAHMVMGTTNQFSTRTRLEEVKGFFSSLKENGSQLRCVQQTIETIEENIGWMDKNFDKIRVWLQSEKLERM
PglD inh – blocks C. jejuni PglD acetyltransferase activity | AID 602405 | purified PglD enzyme, DTNB colorimetric CoA detection | 360,000 tested, 0.098% active | inhibition, % at 12.5 µM; in the data active = inhibition above about 16%, passing the limit was not always enough; note: strong numbers were not always called active
S100A4 MyoIIA – S100A4-myosin IIA interaction inhibition. P26447. S100A4/TAMRA-MyoIIA peptide fluorescence polarization. inhibition, % at 10.7 µM. 360,000 tested, 0.14% active;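 active = mean inhibition of at least 70% across replicates, with every replicate also reaching that level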
Target sequence (P26447 whole entry, looked up): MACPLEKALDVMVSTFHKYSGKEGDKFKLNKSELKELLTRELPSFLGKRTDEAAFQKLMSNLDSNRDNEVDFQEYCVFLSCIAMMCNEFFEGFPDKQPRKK
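Assay system: human S100A4 monomer with TAMRA-labelled myosin IIA peptide / Buffer or medium: Calcium-containing HEPES buffer, pH 7.2 / Reagent: TAMRA-labelled myosin IIA heavy-chain peptide probe, 5 nM / Compound: one dose per compound / Timing: polarization read 5 min after assay mix addition, stable 5–60 min / Benchmarks: neutral control DMSO, positive control TFP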
FN deposition inh – fibronectin deposition inhibition; 350,000 tested, 0.086% active; inhibition, % at 12.6 µM; AID 743247; AH1F fibroblasts, Alexa488-fibronectin deposition fluorescence, overnight;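 active = mean inhibition across replicates of 30% or more, regardless of how many single replicates reach that level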;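 note: positive control wells lacked labelled fibronectin entirely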
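Assay system: AH1F fibroblasts assembling fluorescent fibronectin matrix; Amount: 10000 AH1F cells per well; Buffer or medium: DMEM, 2% serum; Probe or stimulus: Alexa488-fibronectin, 24 nM final in well; Doses: single compound dose, delivered by pin transfer; Incubation: 1 h adhesion, overnight exposure; Measured by: fluorescence 485/525 nm; Read-out: fibronectin deposition inhibition.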
LGR2 inh – Drosophila LGR2 receptor signaling inhibition. 380,000 tested, 0.35% active. AID 720647. inhibition, % at 9.99 µM. HEK293 LGR2, CRE-luciferase, bursicon-stimulated, 4 h;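 active = drop in luminescence signal, shown as inhibition above about 50% in the replicate tests, limit read from the data, passing the limit was not always enough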;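 note: agonist challenge used bursicon conditioned medium at about half maximal strength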
PGC1a acetyl inh – lowers PGC1a acetylation signal in U2OS cells | AlphaScreen anti-acetyl-lysine; with virally co-expressed GCN5 acetyltransferase | inhibition, % at 15.6 µM | 350,000 tested, 0.17% active | AID 651687;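 active = every replicate shows inhibition of at least 40%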;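 note: 0% = neutral control wells and 100% = positive control wells; some results beyond the cut were filed as inactive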
PAX8 inh HTS – PAX8 transcriptional activity inhibition; RMG-I TPO-luciferase reporter, SteadyGlo, 24 h; inhibition, % at 12.6 µM; 360,000 tested, 1.2% active; AID 652154;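 active = mean replicate inhibition at least 60% with every replicate also reaching 60%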;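 note: luciferase light reporting Pax8 driven TPO promoter activity; plate controls were median of neutral control wells for no effect and mitoxantrone controls for full effect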
EWS-Fli inh – EWS/Fli transcriptional activity inhibition. A673 NR0B1-luciferase reporter, viability-normalised. inhibition, % at 12.6 µM. 350,000 tested, 0.67% active. AID 651661;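 active = mean inhibition of at least 50% after viability correction, with every replicate also passing that limit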;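 note: firefly luciferase signal divided by Alamar Blue viability fluorescence both relative to DMSO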
* marks the source's active call; other numbers are inactive results; . = no result given; & = joins results of further samples.

SMILES	ERAP1 inh	PglD inh	S100A4 MyoIIA	FN deposition inh	LGR2 inh	PGC1a acetyl inh	PAX8 inh HTS	EWS-Fli inh
O=C(/C=C/c1ccccc1)N1CCN(c2ccc([N+](=O)[O-])c(N3CCOCC3)c2)CC1	.	-11	.	4	.	-5	10	.
CC1(C)Cc2c(sc(/N=C/N3CCCCCC3)c2C#N)C(C)(C)N1	2	.	-4	3	-7	.	-14	0
COc1ccc(N=Cc2c(O)c3ccccc3n2C(C)=O)cc1	-5	2	-13	4	-20	8	-40	-79
Cc1ccc2ccc(C(Nc3ccccc3)c3ccccc3)c(O)c2n1 (stereo not given)	-7	.	2	19	-48	.	70*	-15
O=C(NC1CC2CCCC(C1)N2S(=O)(=O)c1ccccc1)C1CCCCC1 (stereo not given)	3	2	-3	.	-9	0	.	-2
CC(=O)N1CCOc2ccc(S(=O)(=O)NCC3CCC(C(=O)NCCC(C)C)CC3)cc21 (stereo not given)	11	2	1	0	-12	-1	2	-4
CS(=O)(=O)N1CCN(C(=O)c2ccccc2F)CC1	.	-5	.	5	.	8	7	.
O=[N+]([O-])c1ccc2[nH]c(O)c(N=NC(=S)Nc3cccnc3)c2c1	-3	.	-4	-3	-7	7	-9	-18
Cc1c(Cl)cccc1N1CC(C)(C)C1=O	1	.	10	-9	10	-1	0	3
O=c1c(O)c(-c2ccccc2)oc2ccccc12	-1	-4	1	.	-36	11	.	-7
CC(C)c1cc(=O)n2[nH]c(SCc3ccccc3Cl)nc2n1	-1	-3	-4	-5	21	8	9	0
C[C@@H]1CN([C@@H](C)CO)C(=O)c2ccccc2-c2ccccc2CO[C@H]1CN(C)S(=O)(=O)c1ccc(C(F)(F)F)cc1	0	0	-4	-9	-14	-15	53	11
Cc1c(O)ccc2c(CC(=O)N[C@@H](Cc3ccc(O)cc3)C(=O)O)cc(=O)oc12	8	-4	-5	2	-5	.	-1	5
CCCN(C)C[C@@H]1Oc2cc(C3=CCCCC3)ccc2S(=O)(=O)N([C@@H](C)CO)C[C@@H]1C	-3	2	-13	.	13	-13	25	9
Cc1cccc(C2=NC(C(F)(F)F)(C(F)(F)F)c3c(n(-c4ccc(F)cc4)c(=O)[nH]c3=O)N2)c1	4	.	2	-3	18	.	15	19
CC1(C)CC(=O)C2=C(C1)N1C(=C(C#N)C2c2ccccc2Cl)N=C(N)c2ccccc21 (stereo not given)	-2	-2	1	-14	-14	0	2	9
Cn1c(CNC(=O)c2ccccc2F)nnc1SCc1ccc(Cl)cc1	-1	.	-11	-4	5	-12	22	0
CCOc1ncccc1C(=O)OCC(=O)NC1CCCCCC1	-4	-4	-1	3	-6	4	7	-7
COC(=O)c1ccc(NC(=O)CN2CCC(NC(=O)c3ccco3)CC2)cc1	0	.	-4	3	-5	.	8	4
O=C(NC1Cc2ccccc2C1)[C@@H]1[C@@H](CO)[C@@H]2Cn3c(cccc3=O)[C@@H]2N1C(=O)C1CCC1	0	-5	-3	.	1	-3	5	3
O=C(C[C@H]1CC[C@@H](NC(=O)CN2CCOCC2)[C@H](CO)O1)NCCc1ccccc1	0	1	-40	.	24	4	-7	-4
CN(C)C(=O)c1cccc(-c2ccc([C@H]3[C@@H](CO)N4C(=O)CN(C(=O)C5CCC5)C[C@@H]34)cc2)c1	.	.	.	9	2	-14	.	11
COc1ccc(/C=C2/C(=N)N3N=C(CC(=O)N4CCCC4)SC3=NC2=O)cc1	0	2	1	8	4	10	-1	.
CC(C)OC(=O)N(C)C[C@@H]1OCc2cnnn2CCCC(=O)N([C@@H](C)CO)C[C@H]1C	-4&0&1	1&-2	3&8&8	-5&-9	-1&10	5&0&2	-3&-1	-3&-3&6
C[C@H](CO)N1C[C@H](C)[C@H](CN(C)Cc2ccc(-c3ccccc3)cc2)Oc2ccc(NC(=O)CCCN(C)C)cc2CC1=O	2	0	3	8	20	10	0	10
O=C(O)C1CCCC2CN3CCc4c([nH]c5ccccc45)C3C(O)C21 (stereo not given)	3	-1	19	-11	-2	9	22	16
CCOC(=O)Nc1sc(NS(=O)(=O)c2ccccc2)nc1C	.	14	.	3	.	-6	19	.
CCOCCCNC(=S)N1CCN(C(=O)C(=O)Nc2ccc(C(=O)OC)cc2)CC1	1	.	-5	-7	8	.	10	6
CCN(CC(=O)NCc1cccs1)C(=O)c1ccc(NS(=O)(=O)c2ccc(C(C)=O)cc2)cc1	2	.	0	2	-5	.	8	-3
CCc1ccccc1NC(=S)N(Cc1ccco1)C(C)c1cccs1 (stereo not given)	0	-1	2	1	-6	-6	10	6

In a second layout: 12 of the compounds above
smiles,ERAP1 inh,PglD inh,S100A4 MyoIIA,FN deposition inh,LGR2 inh,PGC1a acetyl inh,PAX8 inh HTS,EWS-Fli inh
CCOc1ncccc1C(=O)OCC(=O)NC1CCCCCC1,-4,-4,-1,3,-6,4,7,-7
COC(=O)c1ccc(NC(=O)CN2CCC(NC(=O)c3ccco3)CC2)cc1,0,.,-4,3,-5,.,8,4
O=C(NC1Cc2ccccc2C1)[C@@H]1[C@@H](CO)[C@@H]2Cn3c(cccc3=O)[C@@H]2N1C(=O)C1CCC1,0,-5,-3,.,1,-3,5,3
O=C(C[C@H]1CC[C@@H](NC(=O)CN2CCOCC2)[C@H](CO)O1)NCCc1ccccc1,0,1,-40,.,24,4,-7,-4
CN(C)C(=O)c1cccc(-c2ccc([C@H]3[C@@H](CO)N4C(=O)CN(C(=O)C5CCC5)C[C@@H]34)cc2)c1,.,.,.,9,2,-14,.,11
COc1ccc(/C=C2/C(=N)N3N=C(CC(=O)N4CCCC4)SC3=NC2=O)cc1,0,2,1,8,4,10,-1,.
CC(C)OC(=O)N(C)C[C@@H]1OCc2cnnn2CCCC(=O)N([C@@H](C)CO)C[C@H]1C,-4&0&1,1&-2,3&8&8,-5&-9,-1&10,5&0&2,-3&-1,-3&-3&6
C[C@H](CO)N1C[C@H](C)[C@H](CN(C)Cc2ccc(-c3ccccc3)cc2)Oc2ccc(NC(=O)CCCN(C)C)cc2CC1=O,2,0,3,8,20,10,0,10
O=C(O)C1CCCC2CN3CCc4c([nH]c5ccccc45)C3C(O)C21 (stereo not given),3,-1,19,-11,-2,9,22,16
CCOC(=O)Nc1sc(NS(=O)(=O)c2ccccc2)nc1C,.,14,.,3,.,-6,19,.
CCOCCCNC(=S)N1CCN(C(=O)C(=O)Nc2ccc(C(=O)OC)cc2)CC1,1,.,-5,-7,8,.,10,6
CCN(CC(=O)NCc1cccs1)C(=O)c1ccc(NS(=O)(=O)c2ccc(C(C)=O)cc2)cc1,2,.,0,2,-5,.,8,-3

New compounds follow:
SMILES	ERAP1 inh	PglD inh	S100A4 MyoIIA	FN deposition inh	LGR2 inh	PGC1a acetyl inh	PAX8 inh HTS	EWS-Fli inh
CCCCn1nnnc1C(c1ccccc1)N1CCN(c2ncc(C(F)(F)F)cc2Cl)CC1 (stereo not given)	1	.	-5	15	-5	.	20	21
Nc1cc(Nc2ccc(Br)cc2)nc(N)n1	-1	.	-1	-6	-18	.	-3	-110
COc1ccc(S(=O)(=O)N(C)CC(=O)NC2CCCC2)cc1OC	-2	1	-12	-5	19	5	6	1
CCc1ccccc1NC(=S)NCc1cccn1C	.	2	.	-4	-1	5	-22	.
CCOC(=O)c1c(-c2ccc(-c3ccccc3)cc2)csc1NC(=O)CCN1CCOCC1	0	-5	1	5	34	2	10	13
COc1ccc(C2=NNC(=O)C2(C)Br)cc1 (stereo not given)	1	.	-4	0	.	.	-4	-10
O=C(NNC(=O)c1cccs1)c1ccncc1	-1	.	3	0	-16	5	-11	9
O=S(=O)(c1ccc2c(c1)OCCO2)N1CCN(c2nc3ccccc3s2)CC1	5	-1	5	.	-10	-2	.	6
C[C@H](CO)N1C[C@H](C)[C@H](CN(C)Cc2ccc(C(=O)O)cc2)Oc2ccc(NS(C)(=O)=O)cc2CC1=O	-1	-1	7	.	1	7	-28	-1
CCN(CC)S(=O)(=O)c1ccc(NC2c3ccccc3C(=O)N2c2ccc(C)cn2)cc1 (stereo not given)	3	4	-2	-2	-7	5	-3	-9
C=CCn1c(COc2ccccc2F)nnc1SCC(=O)c1c[nH]c2ccccc12	0	9	1	3	13	7	28	12
CN1CCN(C(=O)c2cc(COc3ccc(F)cc3Cl)on2)CC1c1ccccc1 (stereo not given)	-3	-1	-10	-4	5	.	19	12
Cc1ccc(S(=O)(=O)Cn2nnnc2C(CC(C)C)N2CCN(c3ccc(F)cc3)CC2)cc1 (stereo not given)	.	-5	.	6	.	-1	8	.
CCC(=O)N(C)C[C@H]1Oc2cc(Br)ccc2S(=O)(=O)N([C@H](C)CO)C[C@@H]1C	1	-1	23	-7	-2	1	.	2
CCc1ccc(NC(=O)CCCNC(=O)Cn2cnc3sc(C)c(C)c3c2=O)cc1	3	.	-3	7	-9	.	5	1
O=C(CN(CC1CCCO1)C(=O)CNS(=O)(=O)c1ccccc1)NCCc1ccccc1 (stereo not given)	-2	3	3	25	9	.	3	0
O=C(Oc1ccccc1O)c1cccc2ccccc12	13	2	-16	12	6	1	9	49
CCOC(=O)CC1(NC(=O)C2CCC(=O)N(Cc3ccccc3OC)C2)CCCCC1 (stereo not given)	2	4	-1	.	12	0	-9	-9
CO[C@@H]1CN(C)C(=O)c2ccc(NC(=O)c3ccc(-c4ccccc4)cc3)cc2OC[C@@H](C)NC[C@H]1C	1	.	0	40*	2	0	68*	42
Cn1nc(C(=O)NC2CCCCC2)c2c1-c1ccccc1SC2	5	-1	1	11	-46	4	-37	-71
COc1ccccc1NC(=S)NC(=O)CCCOc1ccc(Cl)cc1Cl	-2	5	3	.	-1	-10	.	6
COc1ccccc1C/C(N)=N/OC(=O)COc1cc(C)cc(C)c1C	-3	.	4	1	.	.	5	5
CCC(=O)N1CC[C@@H]2[C@@H](CO)Nc3ccc(-c4ccc(F)cc4)cc3[C@@H]21	1	0	-16	2	11	7	15	13
Cc1ccccc1C(=O)NNC(=O)C12CC3CC(CC(C3)C1)C2	-1	.	-1	7	20	.	15	-1
CC#CCN1c2ccccc2[C@]23C[C@@H](C(=O)OC)N(C(=O)C4CCC4)C2=NC(C(=O)OC)=C(C(=O)OC)[C@H]13	0	0	-5	-4	11	0	-7	5
O=C1/C(=C2/NCCN2C2CC(=O)N(c3ccccc3)C2=O)CC/C1=C\c1ccccc1 (stereo not given)	-4	.	-5	0	-6	.	-23	-11

An excerpt from above with just PglD inh, PGC1a acetyl inh and S100A4 MyoIIA:
compound	PglD inh	PGC1a acetyl inh	S100A4 MyoIIA
CC#CCN1c2ccccc2[C@]23C[C@@H](C(=O)OC)N(C(=O)C4CCC4)C2=NC(C(=O)OC)=C(C(=O)OC)[C@H]13	0	0	-5
O=C1/C(=C2/NCCN2C2CC(=O)N(c3ccccc3)C2=O)CC/C1=C\c1ccccc1 (stereo not given)	.	.	-5
